14-3-3g Raf: modulators of human 14-3-3 gamma - Raf peptide interaction; P61981; FP, 14-3-3gamma / TMR-pS259-Raf peptide binding; inhibition, % at 40 µM; actives 0.19% (n = 160,000); AID 422; in the data active = inhibition above about 30%;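 also: 0% = protein plus tracer without compound and 100% = blank with tracer alone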
Target sequence (P61981 whole entry, looked up): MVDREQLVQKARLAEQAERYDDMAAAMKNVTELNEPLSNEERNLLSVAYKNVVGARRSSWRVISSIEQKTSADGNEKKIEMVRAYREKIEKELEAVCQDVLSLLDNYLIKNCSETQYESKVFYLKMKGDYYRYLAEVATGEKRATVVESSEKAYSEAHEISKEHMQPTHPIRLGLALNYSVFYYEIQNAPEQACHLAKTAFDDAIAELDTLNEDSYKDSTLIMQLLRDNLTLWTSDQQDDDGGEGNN
* = called active by the depositor; & = joins results of further samples. Not all compounds are listed. The share of hits here may be higher or lower than overall.

SMILES | 14-3-3g Raf
Cn1c(=O)c2c(SCc3cccnc3)nc(C3CC3)nc2n(C)c1=O | -4
CCOC(=O)C1CCCCN1Cc1ccc(OC)c(OC)c1OC (configuration not stated) | -1
CCOc1cc(C2C(C(=O)OC)=C(C)NC3=C2C(=O)c2ccccc23)cc(Br)c1OCC (configuration not stated) | -69
C=CCNC(=O)c1ccc2c(c1)C1C3CCC(C3)C1C(c1ccccc1)N2 (configuration not stated) | -10
Cc1ccc(N2CN(Cc3ccco3)CNC2=S)cc1 | -2
COc1ccc(NC(=O)Cn2cnc3sc4c(c3c2=O)CCC4)cc1Cl | -16
COC(=O)c1sc(N2C(=O)C(=O)/C(=C(/O)c3ccc(Cl)cc3)C2c2ccc(C(C)(C)C)cc2)nc1C (configuration not stated) | -72
CCOC(=O)c1ccc(N2C(=O)c3n[nH]c(C)c3C2c2ccc(O)cc2)cc1 (configuration not stated) | -7
Cc1cc(NC(=O)c2ccc(COc3ccc(Cl)c(C)c3)o2)no1 | -1
CC1(C)CC(N(Cc2cccs2)C(=O)c2ccco2)CCO1 (configuration not stated) | -12
Cc1ccc(-n2c(SCC(=O)Nc3cccc(C(F)(F)F)c3)nc3c(c2=O)SCC3)cc1 | -13
CCOC(=O)c1ccc2nc(NC(=O)C34CC5CC(CC(C5)C3)C4)sc2c1 | -2
CCC1CCCCN1CCCNC(=O)C1CCC(=O)N1Cc1ccc(C)cc1 (configuration not stated) | -5
CCN(CC)C(=O)C1CCCN(Cc2ccc(OC)c(C)c2)C1 (configuration not stated) | -4
CCCCS(=O)CC(COCc1ccccc1)OC(=O)CSc1nc(C)cc(C)n1 (configuration not stated) | 1
CC(=O)CSc1ncnc2nc[nH]c12 | -5
O=C(c1ccccc1F)N1CCN(CC2CC3C=CC2C3)CC1 (configuration not stated) | 0
CCOC(=O)c1c(-c2ccc(C)cc2)csc1NC(=O)CSc1ncnc2sc3c(c12)CCC3 | -22
Cc1ccc(C)c(N(C(=O)Cn2nnc3ccccc32)C(C(=O)NCc2ccco2)c2ccncc2)c1 (configuration not stated) | -2
CCOC(=O)c1ccc(Nc2c([N+](=O)[O-])ccc3nonc23)cc1 | -42
COc1ccc(CCNC(=O)c2ccco2)cc1 | -17
CCCCN(CC)c1ncnc2sc(C)cc12 | -3
COc1ccc(NC(=O)CSc2nc3c(cc2C#N)CCCCC3)cc1 | -29
CCCOc1ccc(C2NC(=O)NC(C)=C2C(=O)OC2CCCC(C)C2)cc1 (configuration not stated) | 4
COc1ccc(NC(=O)CSc2nc3ccc(NC(=O)c4cccc5ccccc45)cc3s2)cc1 | -49
CC(C)CNS(=O)(=O)c1ccc(CCC(=O)NCC2CCCO2)cc1 (configuration not stated) | -3
CCCC(=O)N(c1ccc2oc3c(c2c1)CCCC3)S(=O)(=O)c1ccc(C)c([N+](=O)[O-])c1 | -16
CCOC(=O)C1=C(CNC2CCCCC2)NC(=O)NC1c1cc(C)ccc1C (configuration not stated) | -3
CN1c2ccccc2-c2nc3ccccc3n2C1c1ccccc1 (configuration not stated) | -8
O=C1Nc2ccccc2C12OCC(COc1ccc(Cl)cc1)O2 (configuration not stated) | -6
O=C(CC1(O)C(=O)N(Cc2ccccc2)c2ccccc21)c1ccc2c3c(cccc13)CC2 (configuration not stated) | -7
COCCCNc1nc2c(c(=O)[nH]c(=O)n2C)n1CC(O)COc1ccccc1C (configuration not stated) | -4
O=C(c1ccc(-n2c(=S)[nH]c3ccccc3c2=O)cc1)N1CCC(O)(c2cccc(C(F)(F)F)c2)CC1 | -8
COC(=O)c1ccc(Oc2cc(C)nc(-n3nc(C)cc3C)n2)cc1 | -24
COc1cc(C2C(C(=O)OCCc3ccccc3)=C(C)NC3=C2C(=O)CC(c2cccs2)C3)cc([N+](=O)[O-])c1O (configuration not stated) | -4
COC(=O)C1=C(C)N=C2SCCC(=O)N2C1c1ccc(F)cc1 (configuration not stated) | -2
Cc1ccc(C2CC(C(F)(F)F)n3ncc(C(=O)Nc4ccc(C(C)O)cc4)c3N2)cc1 (configuration not stated) | -5
Cc1cc(Br)ccc1NC(=O)CN1C(=S)NC(C)(C)CC1C (configuration not stated) | -6
COc1ccc(C2C(C(C)=O)=C(O)C(=O)N2CCN2CCOCC2)c(OC)c1 (configuration not stated) | 2
CC(=O)N1N=C(c2ccco2)CC1c1cc2ccc(C)cc2nc1Cl (configuration not stated) | -4
NC(=O)c1ccccc1NC(=O)CCc1ccccc1 | 2
O=C(c1ccc([N+](=O)[O-])cc1)c1ccc2c(c1)C(=O)N(c1cccnc1)C2=O | -3
CCOc1ccc(NC(=O)c2ccc(F)c(S(=O)(=O)N3CCOCC3)c2)cc1 | -3
CCn1c(N)nc2ccccc21 | -9&-4
COc1ccc(OC)c(Nc2nc(N)nc(-c3cc4ccccc4o3)n2)c1 | -1
CCCCN(C)C(=O)C1CCN(C/C(C)=C/c2ccccc2)CC1 | -8
O=C(CSc1nnc(-c2ccc(Cl)s2)o1)N1CCCC1 | -5
CC1CCN(C2CC(=O)N(c3cccc(Br)c3)C2=O)CC1 (configuration not stated) | 3
CCOc1ccc(C(=O)N2CC(=O)Nc3ccc(Cl)cc3C2c2ccc(F)cc2)cc1OCC (configuration not stated) | -3
CN(C=O)CP(=O)(O)CN1CCOCC1 | 0
CC(=O)n1cc(-c2ccncc2)c2ccccc21 | 0&3
CN1CCN(S(=O)(=O)c2ccc3ccccc3c2)CC1 | 0
O=C(Nc1ccc2oc(-c3ccc(Br)cc3)nc2c1)c1ccc(F)cc1 | -5
CCC(=O)N1CCc2cc(S(=O)(=O)Nc3ccccc3OC)ccc21 | 6
O=C1c2ccc([N+](=O)[O-])cc2C(=O)N1C1C(=O)N(c2cccc(C(F)(F)F)c2)C1c1cccs1 (configuration not stated) | 2
CCOc1ccccc1NC(=O)C1=C(C)NC(=O)NC1c1ccc(Cl)cc1 (configuration not stated) | -11
COc1ccc(-c2cc(C(=O)N3CCCc4ccccc43)no2)cc1 | -3&0
CCN1CC=C2C(C#N)=C(N)C(C#N)(C#N)C(CCc3ccccc3)C2C1 (configuration not stated) | -24
CCOC(=O)c1sc2ncn(CC(=O)Nc3cc(Cl)ccc3OC)c(=O)c2c1C | 7
Cn1cccc1C(C(=O)NC1CCCCC1)N(C(=O)Cc1cccs1)C1CC1 (configuration not stated) | -11

Rewritten as labelled records: part of the list above
SMILES: O=C(Nc1ccc2oc(-c3ccc(Br)cc3)nc2c1)c1ccc(F)cc1
  14-3-3g Raf: -5
SMILES: CCOC(=O)c1sc2ncn(CC(=O)Nc3cc(Cl)ccc3OC)c(=O)c2c1C
  14-3-3g Raf: 7
SMILES: CC(=O)n1cc(-c2ccncc2)c2ccccc21
  14-3-3g Raf: 0&3
SMILES: CCCCN(C)C(=O)C1CCN(C/C(C)=C/c2ccccc2)CC1
  14-3-3g Raf: -8

Carrying on:
SMILES | 14-3-3g Raf
Cc1ccc(C(=O)c2cc(C)sc2NC(=O)CN2CCN(C(=O)c3ccco3)CC2)cc1 | -3
N/C(CCN1CCOCC1)=N/O | 2
Cc1ccc(CN(C(=O)Cn2nnc3ccccc32)C(C(=O)NCc2ccco2)c2cccs2)cc1 (configuration not stated) | -15
O=C(c1cc2ccccc2o1)N1CCN=C1SCc1cccnc1 | -8&-75
CSc1nnc(Sc2c([N+](=O)[O-])nc(C)n2Cc2ccccc2)s1 | -7
Cc1cc(C(=O)NC(C)c2ccc3c(c2)OCO3)cs1 (configuration not stated) | -11
CCC(C)Sc1nc(O)cc(=O)[nH]1 (configuration not stated) | -7
O=C(CSc1ncnc2c1nnn2-c1ccc(F)cc1)N1CCN(c2ccccc2)CC1 | -1
C=CCN1C(=O)C2(C(C(=O)c3ccc(C)o3)=C(O)C(=O)N2CCCN2CCOCC2)c2ccccc21 (configuration not stated) | -5
CCOc1cccc(C2CC(c3ccc(OC)cc3)=NC(c3ccccc3OC)N2)c1O (configuration not stated) | 3
Cc1ccc(CNC(=O)C2CCN(c3nc4cc(Cl)ccc4s3)CC2)cc1 | -1
CCOC(=O)C1=C(C)NC2=C(C(=O)CCC2)C1c1ccc(OC)cc1OC (configuration not stated) | 0
Cn1c2ccccc2c2c(C(=O)NCC3COc4ccccc4O3)cn(C3CCCC3)c(=O)c21 (configuration not stated) | 5
CC(=O)C1=C(O)C(=O)N(c2nnn(C)n2)C1c1cccs1 (configuration not stated) | -5
CCOc1ccccc1C(=O)Nc1ccc2nc(N3CCOCC3)cc(C)c2c1 | 5

6 compounds out of the list, arranged by heavy-atom count, largest number first.
SMILES | 14-3-3g Raf
O=C(c1ccc(-n2c(=S)[nH]c3ccccc3c2=O)cc1)N1CCC(O)(c2cccc(C(F)(F)F)c2)CC1 | -8
CCOC(=O)c1sc2ncn(CC(=O)Nc3cc(Cl)ccc3OC)c(=O)c2c1C | 7
COc1ccc(C2C(C(C)=O)=C(O)C(=O)N2CCN2CCOCC2)c(OC)c1 (configuration not stated) | 2
O=C1Nc2ccccc2C12OCC(COc1ccc(Cl)cc1)O2 (configuration not stated) | -6
Cc1cc(C(=O)NC(C)c2ccc3c(c2)OCO3)cs1 (configuration not stated) | -11
N/C(CCN1CCOCC1)=N/O | 2

Later entries
SMILES | 14-3-3g Raf
COc1ccc(N2CCN(C(=O)c3ccc(S(=O)(=O)c4ccccc4Cl)c([N+](=O)[O-])c3)CC2)cc1 | -3
CC1CCC(NC(=O)C2CCN(C(=O)NC3CCCCC3)CC2)CC1 (configuration not stated) | -10
COc1ccccc1-n1nnc(C(=O)NC2CCCc3ccccc32)c1N (configuration not stated) | 1
O=C(NC1CCCC1)c1ccc(COCC(F)(F)C(F)F)o1 | -10
O=C(CCS(=O)(=O)c1cccc2nonc12)N1CCN(C2CCCCC2)CC1 | -6
CC(=O)c1ccc(N2CCN(C(=O)c3cc4c(=O)oc5ccccc5c4s3)CC2)cc1 | -5
O=S(=O)(c1cnc[nH]1)N1CCc2ccccc21 | -230
CCOCCOC(=O)C1=C(C)N(C)C(=O)NC1c1ccccc1Cl (configuration not stated) | -17&4
CC1CCCC(N2C(=O)NC(NC(=O)c3ccco3)(C(F)(F)F)C2=O)C1C (configuration not stated) | 0
COc1ccc(-c2noc(C3CCCN(S(=O)(=O)c4cccc(Cl)c4)C3)n2)cc1OC (configuration not stated) | -7
COC(=O)C1=C(C)N(c2cccc(Cl)c2)C(=O)C1 | -4
COc1ccc(OC)c(NC(=O)NCc2ccc(F)cc2)c1 | 6
COc1cccc(Cc2nc3cc([N+](=O)[O-])ccc3[nH]c2=O)c1 | -1
Cc1cc(OCC(=O)Nc2sc3c(c2C#N)CCC3)ccc1[N+](=O)[O-] | -48
O=C(COC(=O)c1cc(-c2cccs2)nc2ccccc12)NCc1ccco1 | -16

Look-ups from above:
Value of COc1cccc(Cc2nc3cc([N+](=O)[O-])ccc3[nH]c2=O)c1 under 14-3-3g Raf: -1
Value of COc1ccc(OC)c(NC(=O)NCc2ccc(F)cc2)c1 under 14-3-3g Raf: 6

Four of the compounds above, field by field:
Molecule: O=C(CCS(=O)(=O)c1cccc2nonc12)N1CCN(C2CCCCC2)CC1
  14-3-3g Raf: -6

Molecule: COc1ccc(N2CCN(C(=O)c3ccc(S(=O)(=O)c4ccccc4Cl)c([N+](=O)[O-])c3)CC2)cc1
  14-3-3g Raf: -3

Molecule: COc1ccc(-c2noc(C3CCCN(S(=O)(=O)c4cccc(Cl)c4)C3)n2)cc1OC (configuration not stated)
  14-3-3g Raf: -7

Molecule: CC1CCCC(N2C(=O)NC(NC(=O)c3ccco3)(C(F)(F)F)C2=O)C1C (configuration not stated)
  14-3-3g Raf: 0

(next part)
SMILES | 14-3-3g Raf
CCCCOc1ccc(C(=O)N2CCCC2C(=O)O)cc1 (configuration not stated) | -4
O=c1oc(-c2ccccc2)nc2c1cnn2-c1ccccc1 | -10
Cc1ccc(C2Nc3ccccc3-c3nnc(SCc4ccccc4)nc3O2)s1 (configuration not stated) | -10
Cc1cn2c3ccccc3n(CCN3CCOCC3)c2n1 | 6
CCN(CC)CC(=O)Nc1cccc2c1C(=O)c1ccccc1C2=O | 2
COc1ccc(C2C(C(=O)OC3CCCC3)=C(C)NC3=C2C(=O)CCC3)cc1 (configuration not stated) | 4
CCOC(=O)c1c(NC(=O)c2cccnc2Cl)sc2c1CCCC2 | -90
CCN(CC)c1ccc(CNc2ccc(Br)cn2)cc1 | -4
O=S(=O)(c1ccc(Br)cc1)N1CCN(CC=Cc2ccccc2)CC1 | -5
CCOC(=O)c1cccc(C(=O)OCC)n1 | 1&-5
O=C(O)C1CCCN1S(=O)(=O)c1ccc2ccccc2c1 (configuration not stated) | 0
Cc1ccc(C(=O)Nc2ccccc2-c2nc3ccccc3[nH]2)cc1 | 0
c1ccc(OCCSC2=NCCN2)cc1 | -1
Nc1c(C(=O)Nc2cnc3ccccc3c2)sc2nc3c(cc12)CCC3 | -16
O=C(CCCN1C(=O)c2cccc3cccc(c23)C1=O)Nc1ccccc1 | -10
Cc1onc(-c2ccccc2)c1C(=O)N1CCN(CCc2ccccc2)CC1 | -12
COc1ccc(-c2nc3ccccc3o2)cc1NC(=O)c1cccc(OCc2ccccc2)c1 | -134
CC(C)C(NC(=O)C1CCCCC1)C(=O)Nc1ccccn1 (configuration not stated) | -14
CCCN(CCC)S(=O)(=O)c1cccc(C(=O)Nc2ccc3c(c2)OCO3)c1 | -6
CCN(CCCNC(=O)COc1cc(=O)n(C)c2ccccc12)c1cccc(C)c1 | -1
Cn1c(C=Cc2ccc3c(c2)OCO3)c([N+](=O)[O-])c(=O)n(C)c1=O | 10
CCN(CC)CCNC(=O)C1c2ccccc2C(=O)N(C)C1c1ccc(OC)cc1 (configuration not stated) | -6
COCc1cc(C)n(CC(=O)Nc2ccccc2C(=O)OC)c(=O)c1C#N | -20
O=S(=O)(NCCO)c1cccc2cccnc12 | -2
CC(=O)Nc1ccc(NS(=O)(=O)c2ccc3ccccc3c2)cc1 | -7
CCCSc1nnc2c(n1)OC(c1ccc(OC)c(OCC)c1)Nc1ccccc1-2 (configuration not stated) | -17
CCOc1ccc(C2SC(NC(C)=O)=NN2C(C)=O)cc1 (configuration not stated) | 7
CCOc1ccc(N2C(=O)CC(Sc3nc(C)c(CC)c(C)c3C#N)C2=O)cc1 (configuration not stated) | -13
COc1ccc(CCNC(=O)c2cc3c(=O)[nH]c4ccccc4c3s2)cc1OC | -2
O=C1CC(c2ccco2)CC2=C1C(c1ccc(Cl)cc1)C1=C(N2)c2ccccc2C1=O (configuration not stated) | -51
